# Dyrk1A ADPGlo: blocks rat Dyrk1A kinase activity; ADP-Glo luminescence, NFATc1 peptide; inhibition, % at 12.5 µM; hit rate 0.43% among 310,000; AID 504441; in the data active means inhibition above about 50%;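 further: plate controls were vehicle with enzyme for no effect and no enzyme for full effect; many of its hits are not listed in these tables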
# KCNQ1 block: blocks the human KCNQ1 potassium channel; P51787; CHO-K1 KCNQ1, FluxOR thallium flux fluorescence; stronger effect = higher value; B-score at 10 µM; hit rate 1.3% among 310,000;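 active means compounds whose thallium flux B-score, printed positive for inhibition, exceeds three library SD while starting fluorescence stays within three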;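 further: channel opened by potassium depolarization with thallium stimulus after 20 min compound exposure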
# KCNK3 block: human KCNK3 channel inhibition, primary screen; O14649; CHO-KCNK3 thallium flux, FluxOR fluorescence; stronger effect = lower value; B-score at 10 µM; hit rate 0.84% among 340,000; AID 602410;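 active means B-score under library mean minus 4 SD, starting fluorescence ratio at most library mean plus 5 SD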;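 further: more negative B-score means stronger inhibition of thallium flux through KCNK3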
# KCNK9 block: inhibitors of human KCNK9 two-pore domain potassium channel | B-score at 10 µM | hit rate 1.2% among 310,000 | Q9NPC2 | HEK293 KCNK9, FluxOR thallium flux fluorescence; stronger effect = lower value;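 active means ratio B-score over 3 SD below the library mean, with starting fluorescence within 5 SD of its mean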;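 further: negative B-score means less thallium flux so channel inhibition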
# TRPC4 act: opens the mouse TRPC4 cation channel; hit rate 0.49% among 310,000; AID 2237; HEK293 TRPC4beta/mu-opioid, Fluo4 calcium fluorescence; stronger effect = higher value; Q9QUQ5; B-score at 10 µM;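 active means B-score above 5 SD of library B-scores, and initial fluorescence ratio not above library mean plus 5 SD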;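 further: positive B-score marks a calcium rise read as TRPC4 activation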
#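 Technique: kinetic Fluo4 calcium fluorescence; Test system: TRPC4beta and mu-opioid receptor HEK293 stable cells; Measure: B-scored integrated calcium fluorescence ratio; Benchmarks: low control buffer alone, high control maximal DAMGO; Schedule: 45 min room-temperature Fluo4 loading, 110 s read.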
# KCNQ1 act: potentiates or activates the human KCNQ1 potassium channel; hit rate 0.35% among 310,000; CHO-K1 KCNQ1, thallium flux FluxOR fluorescence; stronger effect = higher value; B-score at 10 µM; P51787;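 active means fluorescence ratio B-score, a plate-corrected score, at least three library SD, with initial intensity B-score within 5 SD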
#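 Doses: Single concentration per compound, DMSO matched to controls | Test system: KCNQ1-transfected CHO-K1 cells | Timing: 90 min dye loading and 20 min compound exposure, both at room temperature | Measured by: Kinetic FluxOR thallium fluorescence, 10-s 1-Hz baseline, 110-s post-stimulus read | Medium: Assay buffer with matched DMSO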
# ANO1 block: blocks the mouse calcium-activated chloride channel TMEM16A; HEK293 TMEM16A/YFP iodide influx fluorescence, ionomycin; normalized B-score (activity score, 25-100; higher = stronger inhibition) at 10 µM; hit rate 1.2% among 310,000; AID 588511;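 active means ratio plate-corrected score three or more library SD toward inhibition, starting fluorescence score within five deviations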;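 further: score derived from kinetic fluorescence span divided by baseline fluorescence per well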
# HDAC3 inhib: human HDAC3 inhibition; O15379; recombinant HDAC3, fluorogenic peptide/trypsin coupled, fluorescence; inhibition, % at 8.3 µM; hit rate 0.15% among 320,000; in the data active means inhibition above about 26%, passing the limit was not always enough; inconclusive means no clear call, values can overlap the other calls
# TRPC4 potent: allosterically enhances the mouse TRPC4 cation channel; Q9QUQ5; HEK293 TRPC4beta/mu-opioid, DAMGO EC20, Fluo-4 Ca2+ flux; stronger effect = higher value; B-score at 10 µM; hit rate 0.42% among 310,000; AID 2227;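 active means B-score of calcium response area above 5 SD of library B-scores, with initial fluorescence ratio within 5 SD of library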;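 further: B-score of integrated fluorescence ratio over time as area under calcium response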
# TMEM16A act: activators or potentiators of mouse TMEM16A chloride channel; Q8BHY3; HEK293 TMEM16A/YFP-H148Q/I152L, iodide quench fluorescence; stronger effect = lower value; B-score at 10 µM; hit rate 0.3% among 340,000; AID 623877;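 active means fluorescence-ratio B-score plate-corrected deviation score at least 3 library SD below zero, with starting fluorescence score within 5 deviations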;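 further: channel opened by trigger with iodide after compound preincubation; score built on the fluorescence ratio of max minus min over baseline; more negative score means more quench and so TMEM16A activation or potentiation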
# hERG rescue: compounds protecting human hERG from proarrhythmic drug block | Q12809 | CHO-hERG, FluxOR thallium flux, dofetilide IC70 present | activation (rescue from dofetilide block), less the hit threshold, % at 10 µM | hit rate 0.51% among 310,000 | AID 1511;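 active means activation above the mean of controls blocked by dofetilide plus 5 SD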;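 further: thallium influx through hERG after potassium depolarization seen as dye fluorescence rise; in these data hits start at about 4.7%; inactives centre near -7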
# Target sequence (Q12809 whole entry, looked up): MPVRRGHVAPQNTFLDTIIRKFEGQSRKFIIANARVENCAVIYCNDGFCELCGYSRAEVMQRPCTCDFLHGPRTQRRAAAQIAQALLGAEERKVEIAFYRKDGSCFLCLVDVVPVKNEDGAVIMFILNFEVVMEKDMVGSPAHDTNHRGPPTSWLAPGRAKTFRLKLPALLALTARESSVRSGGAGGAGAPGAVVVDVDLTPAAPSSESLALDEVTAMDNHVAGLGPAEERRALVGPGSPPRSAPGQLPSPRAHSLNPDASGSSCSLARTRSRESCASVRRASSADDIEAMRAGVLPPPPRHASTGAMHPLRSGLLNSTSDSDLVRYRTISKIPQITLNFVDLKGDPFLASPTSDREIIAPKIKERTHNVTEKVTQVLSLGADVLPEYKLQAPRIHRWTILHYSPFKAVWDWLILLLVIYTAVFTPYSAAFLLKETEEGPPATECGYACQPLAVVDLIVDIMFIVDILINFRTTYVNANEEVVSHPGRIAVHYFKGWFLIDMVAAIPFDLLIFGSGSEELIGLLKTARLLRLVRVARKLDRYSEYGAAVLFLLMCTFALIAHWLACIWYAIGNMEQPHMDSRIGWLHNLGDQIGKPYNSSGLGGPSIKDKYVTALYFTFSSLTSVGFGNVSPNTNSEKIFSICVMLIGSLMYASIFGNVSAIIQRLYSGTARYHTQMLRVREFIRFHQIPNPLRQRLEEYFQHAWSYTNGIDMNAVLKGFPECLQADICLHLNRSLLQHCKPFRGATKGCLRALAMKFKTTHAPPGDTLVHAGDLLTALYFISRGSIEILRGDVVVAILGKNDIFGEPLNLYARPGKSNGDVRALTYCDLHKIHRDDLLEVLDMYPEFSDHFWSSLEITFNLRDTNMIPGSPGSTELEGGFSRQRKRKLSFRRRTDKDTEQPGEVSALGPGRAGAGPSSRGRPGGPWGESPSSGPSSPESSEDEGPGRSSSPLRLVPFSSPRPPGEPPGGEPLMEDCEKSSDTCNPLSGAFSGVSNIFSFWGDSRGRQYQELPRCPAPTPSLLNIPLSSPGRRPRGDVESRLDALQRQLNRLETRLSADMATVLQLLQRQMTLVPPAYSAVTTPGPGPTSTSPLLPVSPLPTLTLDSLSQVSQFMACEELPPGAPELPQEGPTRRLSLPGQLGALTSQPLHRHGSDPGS
# The depositor's hits bear a star; i = inactive; ? = inconclusive; · = not tested or not shown. Only part of the results is shown; count on the stated rates, not on these rows.
SMILES,Dyrk1A ADPGlo,KCNQ1 block,KCNK3 block,KCNK9 block,TRPC4 act,KCNQ1 act,ANO1 block,HDAC3 inhib,TRPC4 potent,TMEM16A act,hERG rescue
CCn1cc(C(=O)Nc2cccc(NC(C)=O)c2)c2cc(OC)c(OC)cc2c1=O,26,i,i,i,i,i,i,5,i,i,-14
O=S(=O)(Cc1ccccc1)NCC1CCCN(Cc2cccc3nonc23)C1 (centres undefined),5,i,i,i,i,i,i,-3,i,i,-11
Cc1cc2c(=O)n(CC(=O)NCC(=O)Nc3ccc(C(C)C)cc3)cnc2s1,·,i,i,i,i,i,i,-1,i,i,-11
c1ccc(-c2nnn(C34CC5CC(CC(C5)C3)C4)n2)cc1,-3,i,i,i,i,i,i,-8,i,i,-15
COc1ccc(NC(=O)CSc2nnc(-c3ccccn3)n2-c2ccccc2)cc1OC,0,i,i,i,i,i,i,-3,i,i,-11
O=C(c1c(F)cccc1F)N1CCCC(c2nc(-c3cccs3)no2)C1 (centres undefined),3,i,i,i,i,i,i,-5,i,i,-6
COC(=O)C1C(=O)C(C(=O)/C=C/c2ccccc2)C(=O)CC1(C)C (centres undefined),-3,i,i,i,i,i,i,0,i,i,-12
COc1cccc(CN(C)CC(=O)Nc2sc3c(c2C#N)CCC3)c1OC,-3,i,i,i,i,i,i,-1,i,i,-11
CCn1cnc2cc(NC(=O)c3ccco3)ccc21,0,i,i,i,i,i,i,1,i,i,4
O=C(NCCCN1CCCC(O)C1)c1cc(COc2ccc(F)cc2F)on1 (centres undefined),4,i,i,i,i,i,i,2,i,i,-12
COc1ccccc1NC(=O)c1ccccc1Nc1ccccc1,-6,i,i,i,i,i,i,-2,i,i,-4
Cn1c(=N)n(CC(=O)c2ccc(F)cc2)c2ccccc21,·,i,i,i,i,i,i,3,i,i,-4
O=C(Nc1ccccc1C(=O)NCc1ccco1)Nc1cccc2ccccc12,2,i,i,i,i,i,i,8,i,i,-9
CC12CC3CC(C)(C1)CC(C(=O)NC(=S)N1CCOCC1)(C3)C2,-7,i,i,i,i,i,i,-4,i,i,-1
COc1cc(-c2noc(C3CCCN(C(=O)c4ccccc4)C3)n2)cc(OC)c1OC (centres undefined),-1,i,i,i,i,i,i,?,i,i,-15
O=C(c1ccc(Cl)cc1)N1CCn2c1nc1ccccc12,·,i,i,i,i,i,i,-10,i,i,-7
COc1ccc(-c2nc(-n3c(C)c(C(C)=O)c(C(C)=O)c3C)sc2C)cc1,2,i,i,i,i,i,i,0,i,i,-9
CC(=O)c1c(C)oc2ccc(N(C(C)=O)S(=O)(=O)c3ccc(Br)cc3)cc12,2,i,i,i,i,i,i,5,i,i,-9
Cc1ccc2[nH]c(=O)c(CN(Cc3ccccc3)C(=S)NCCCN(C)C)cc2c1,-1,i,i,i,i,i,i,4,i,i,-18
Cc1cc(C)n(CCN(C)C(=O)CCc2nnc(CCC3CCCCC3)o2)n1,-3,i,i,i,i,i,i,-2,i,i,-3
Cc1ccc(NC2CCCN(C(=O)c3cccc4nccnc34)C2)cc1C (centres undefined),-5,i,i,i,i,i,i,0,i,i,-12
Nc1n[nH]c(-c2cccc([N+](=O)[O-])c2)n1,4,i,i,i,i,i,i,-9,i,i,-3
Cc1cc(N2CCCCC2)nc(N)n1,4,i,i,i,80*,i,i,-1,i,i,-5
CCOc1cc(C2NC(=O)NC(O)(C(F)(F)F)C2C(=O)c2ccc(OC)cc2)ccc1O (centres undefined),2,i,i,i,i,i,i,3,i,i,-6
CCOc1cc(/C=C(\C#N)C(=O)Nc2ccccn2)ccc1O,17,i,i,i,i,i,i,4,i,i,-4
C1=C(c2ccccc2)Nc2nnnn2C1c1cccs1 (centres undefined),1,i,i,i,i,i,i,6,i,i,-5
CC1(C)CC(=S)Nc2ccccc2S1,2,i,i,i,i,i,i,-7,i,i,-4
Cc1ccc(C)c(OCC(=O)Nc2ccc(C(=O)O)cc2NC(=O)COc2cc(C)ccc2C)c1,-6,i,i,i,i,i,i,·,i,i,-19
Nc1nonc1-n1nnc(C(=O)N/N=C/c2ccccc2Cl)c1-c1ccccc1,2,i,i,i,i,i,i,2,i,i,-7
COc1ccc(CCNS(=O)(=O)c2ccc3oc(C(=O)O)c(C)c3c2)cc1OC,3,i,i,i,i,i,i,-1,i,i,-11
O=C(Nc1ccc(S(=O)(=O)Nc2ccccn2)cc1)c1ccc(Cl)cc1Cl,1,i,i,i,i,i,i,3,i,i,-14
COc1cc(NC(=O)Cc2cccs2)ccc1-n1cnnn1,2,i,i,i,i,i,i,-8,i,i,-4
O=C(CSc1ccccc1F)NCCCN1CCCC1=O,3,i,i,i,i,i,i,·,i,i,-10
CS(=O)(=O)c1ccc2nc(NC(=O)c3cc(-c4ccccc4)nn3-c3ccccc3)sc2c1,-1,i,i,i,i,i,i,2,i,i,-24
CCn1cc(CN2CCC(n3nccc3NC(=O)C(OC)c3ccccc3)CC2)cn1 (centres undefined),·,i,i,i,i,i,i,10,i,i,-4
O=C(Nc1nnc(SCc2ccccc2F)s1)C1=COCCO1,10,i,i,i,i,i,i,0,i,i,-9
COc1ccc(OC)c(-c2csc(CCn3nc(C)cc3C)n2)c1,2,i,i,i,i,i,i,-1,i,i,-14
CCc1noc(C)c1C(=O)Nc1nnc(CC(C)C)s1,-3,i,i,i,i,i,i,3,i,i,-18
O=C1CCCN1CN(C(=O)c1ccccc1)c1ccc(F)cc1,-1,i,i,i,i,i,i,4,i,i,-9
COc1cc2c(cc1OC)CN(C(=O)/C=C/c1ccc([N+](=O)[O-])cc1)CC2,2,i,i,i,i,i,i,4,i,i,-1

# Ordered by SMILES length (descending): part of the list above
SMILES,Dyrk1A ADPGlo,KCNQ1 block,KCNK3 block,KCNK9 block,TRPC4 act,KCNQ1 act,ANO1 block,HDAC3 inhib,TRPC4 potent,TMEM16A act,hERG rescue
Cc1ccc(C)c(OCC(=O)Nc2ccc(C(=O)O)cc2NC(=O)COc2cc(C)ccc2C)c1,-6,i,i,i,i,i,i,·,i,i,-19
O=C(Nc1ccc(S(=O)(=O)Nc2ccccn2)cc1)c1ccc(Cl)cc1Cl,1,i,i,i,i,i,i,3,i,i,-14
CCOc1cc(/C=C(\C#N)C(=O)Nc2ccccn2)ccc1O,17,i,i,i,i,i,i,4,i,i,-4
CC1(C)CC(=S)Nc2ccccc2S1,2,i,i,i,i,i,i,-7,i,i,-4

# Later entries.
SMILES,Dyrk1A ADPGlo,KCNQ1 block,KCNK3 block,KCNK9 block,TRPC4 act,KCNQ1 act,ANO1 block,HDAC3 inhib,TRPC4 potent,TMEM16A act,hERG rescue
CN(C)C=Nc1nonc1N,-2,i,i,i,i,i,i,1,i,i,-3
CC(C)(C)C(=O)CN1C(=O)C2(OCCO2)c2ccccc21,12,i,i,i,i,i,i,-2,i,i,-1
CC(=O)N1c2ccccc2Nc2ccccc21,5,i,i,i,i,i,i,2,i,i,-12
Nc1cc(N)nc(SCC(=O)Nc2ccc3c(c2)OCO3)n1,-2,i,i,i,i,i,i,-3,i,i,-11
O=C(Cn1ncc2c1-c1ccccc1OC2)Nc1nc2ccccc2s1,-1,i,i,i,i,i,i,7,i,i,-9
CCOc1ccccc1NC(=O)N1CCCC1C(=O)Nc1ccc(NC(C)=O)cc1 (centres undefined),-7,i,i,i,i,i,i,-3,i,i,2
COc1ccc(-c2ccc(SCc3ccccn3)nn2)cc1OC,4,i,i,i,i,i,i,?,i,i,-10
COc1ccc(NC(=O)C2CCCN(c3cnccn3)C2)c(OC)c1 (centres undefined),-3,i,i,i,i,i,i,-3,i,i,-7
CC(=O)NN1C(=O)c2ccc3c4c(ccc(c24)C1=O)C(=O)N(NC(C)=O)C3=O,2,i,i,i,i,i,i,-8,i,i,-9
COC(=O)CC1C(=O)NCCN1C(=O)CSc1nc2ccccc2o1 (centres undefined),·,i,i,i,i,i,i,0,i,i,-3
COc1ccccc1N1CCN(Cc2nc(-c3ccc(F)cc3)oc2C)CC1,2,i,i,i,i,i,i,7,i,i,-10
CC(C)(C)NC(=O)C(c1cccs1)N(C(=O)C(=O)NC1CCCC1)c1ccccc1F (centres undefined),0,i,i,i,i,i,i,2,i,i,-20
COCCNC(=O)c1cc(-c2cccnc2)nc2ccc(Br)cc12,11,i,i,i,i,i,i,7,i,i,-8
O=C(O)CCCc1nc(-c2ccccc2)no1,-4,i,i,i,i,i,i,-13,i,i,-6
CCOc1ccc2nc(NC(=O)C3(C)CC3(Br)Br)sc2c1 (centres undefined),15,i,i,i,i,i,i,2,i,i,-19
Cc1ccnc(NC(=O)CCC(=O)N(CC(=O)NCc2ccccc2)c2ccc3c(c2)OCO3)c1,-3,i,i,i,i,i,i,8,i,·,-3
CC(C)(C)OC(=O)N1CCC(CNC(=O)c2ccc(F)cc2F)CC1,4,i,i,i,i,i,i,0,i,i,-2
CCc1ccccc1N1C(=O)[C@@H]2Cc3ccccc3CN2C1=O,·,i,i,i,i,i,i,-4,i,i,-12
CC(C)(C)NS(=O)(=O)c1ccc2[nH]c3c(c2c1)CCCCC3,1,i,i,i,i,i,i,3,i,i,-2
C=CCSc1nc(O)c(C2OC(=O)c3c2ccc(OC)c3OC)c(=O)n1-c1ccccc1 (centres undefined),1,i,i,i,i,i,i,1,i,i,-16
O=C(COC(=O)CCC(=O)c1ccc(F)cc1)NCc1ccco1,-3,i,i,i,i,i,i,?,i,i,-10
COC(=O)c1c(C)oc(C)c1S(=O)(=O)NCc1cccs1,-5,i,i,i,i,i,i,-1,i,i,-8
Cc1cc(OCCCCCN2CCCC2)ccc1Cl,20,i,i,i,i,i,i,2,i,i,-7
O=C(NCCN1CCN(Cc2ccccc2)CC1)Nc1cc(Cl)cc(Cl)c1,·,6*,i,i,i,i,i,7,i,i,-24
CCc1cc(=O)oc2c3c(cc(OCC(=O)NCc4ccccn4)c12)OC(C)(C)CC3,20,i,i,i,i,i,i,-122,i,i,-23
CCCCNc1c(-c2ccc(SC3CCCCC3)c(OC)c2)nc2ccc(Cl)cn12,4,i,i,i,i,i,i,5,i,i,-13
O=c1oc2ccccc2c2nccnc12,0,i,i,i,i,i,i,-1,i,i,-7
C=CCNC(=O)NC(=O)COC(=O)CC(NC(N)=O)c1ccc(Cl)cc1 (centres undefined),2,i,i,i,i,i,i,-3,i,i,-11
